USP1-UAF1 inh = inhibitors of human USP1/UAF1 deubiquitinase. O94782. recombinant USP1/UAF1, Ub-Rhodamine cleavage fluorescence. Potency, µM (highest dose often 57.1 µM), for inactives: top-dose activity change, negative = inhibition, usual class: inhibitors. 0.23% of 390,000 active. AID 743255; further: potency means the concentration at half of the fitted maximal effect; on the % scale 0 is the no-effect control and ±100 the full control effect; nearly all actives have a fitted effect of over 60% in size; inactives centre near -12
Target sequence (O94782 whole entry, looked up): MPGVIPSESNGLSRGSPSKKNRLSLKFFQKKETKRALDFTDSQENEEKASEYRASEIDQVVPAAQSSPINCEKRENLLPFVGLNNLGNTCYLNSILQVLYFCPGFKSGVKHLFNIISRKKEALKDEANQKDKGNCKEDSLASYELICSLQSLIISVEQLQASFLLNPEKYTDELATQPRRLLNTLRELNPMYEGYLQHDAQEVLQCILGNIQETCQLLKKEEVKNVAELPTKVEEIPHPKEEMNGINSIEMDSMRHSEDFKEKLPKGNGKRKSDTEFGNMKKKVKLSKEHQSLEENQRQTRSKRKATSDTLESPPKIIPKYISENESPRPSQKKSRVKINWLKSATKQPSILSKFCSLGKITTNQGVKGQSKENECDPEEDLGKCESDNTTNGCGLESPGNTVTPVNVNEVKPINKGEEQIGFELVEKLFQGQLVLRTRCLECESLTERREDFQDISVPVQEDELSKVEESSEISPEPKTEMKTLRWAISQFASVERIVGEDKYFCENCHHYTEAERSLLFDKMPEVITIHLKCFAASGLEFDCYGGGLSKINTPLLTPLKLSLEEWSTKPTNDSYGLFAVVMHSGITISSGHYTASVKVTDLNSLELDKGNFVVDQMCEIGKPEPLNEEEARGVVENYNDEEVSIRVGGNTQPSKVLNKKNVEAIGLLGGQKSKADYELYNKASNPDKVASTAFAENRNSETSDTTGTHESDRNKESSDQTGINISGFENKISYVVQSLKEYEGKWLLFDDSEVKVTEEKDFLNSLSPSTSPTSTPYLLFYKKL
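1 nM enzyme complex + cpd, 15 min RT; start with Ub-Rho 150nM final; kinetic fluorescence ex 480/em 540, 6 reads q60 s. Buffer 50mM HEPES pH 7.8, 0.5mM EDTA, 0.1 mg/ml BSA, 1mM TCEP, 0.01% Tween-20.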
LDHA block = LDHA (human) enzyme inhibition | P00338 | purified LDHA, NADH/diaphorase-resazurin fluorescence; active compounds read low | activity change, % (values are at about 110 or 230 µM) | 0.15% of 480,000 active; in the data active means activity change below about -30%; inconclusive means mostly about -25% to -30%;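 further: plate controls were DMSO wells for no effect and wells without enzyme for full effect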
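Resorufin fluorescence (ex540/em590), read at 0 and 20 min after diaphorase/resazurin addition, reports the NADH left after a 5 min room-temperature reaction of 2 nM human LDH5 with 0.06 mM NADH and 0.2 mM pyruvate.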
PI4K2A block = blocks human PI4K2A kinase activity; 0.13% of 420,000 active; AID 1346378; activity change, negative = inhibition, % at 76.9 µM; purified PI4K2A, ADP-Glo luminescence, 1 h; active compounds read low; in the data active means activity change below about -50%; inconclusive means mostly about -30% to -49%;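 further: -100% = wells without enzyme as full effect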
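PI4K2A activity was measured by ADP-Glo luminescence: enzyme (4 ug/mL stock) and phosphatidylinositol (1.2 mM stock) in Tris pH 7.5/MgCl2/EGTA/Triton X-100 buffer were reacted with ATP (300 microM stock) for one hour at ambient temperature.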
IDH1 R132H inh = blocks human mutant IDH1 R132H enzyme; O75874; IDH1-R132H enzyme, NADPH consumption, diaphorase/resazurin fluorescence; Potency, µM (titrated, usually from 76.6 µM), for the others: at the highest dose activity change, negative = inhibition, actives largely listed as inhibitors; 0.093% of 390,000 active; further: potency means the concentration at half of the fitted maximal effect; on the % scale 0 is the no-effect control and ±100 the full control effect; nearly all actives have a fitted effect of over 65% in size
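IDH1-R132H (0.5 ug/mL dispensed) in pH 7.5 Tris buffer was preincubated 30 min with compound, then given a substrate mix of 0.016 mM NADPH and 2 mM alpha-KG for 80 min at room temperature; remaining NADPH was read by diaphorase/resazurin fluorescence.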
GRP78 ERSR act = inducers of ER stress response in human glioma cells. AID 602332. Potency, µM, for inactives: at the top dose activation, hits mostly activators. 0.02% of 420,000 active. U87-MG GRP78 promoter luciferase reporter, 16 h; further: potency means the concentration at half of the fitted maximal effect; series mostly up to about 76 µM; % of control where 0% means no effect; nearly all actives have a fitted effect of over 35% in size
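ERSR induction read as luciferase luminescence (Bright-Glo, 10 min at room temperature) in stably transfected human U87-MG glioma cells exposed to compounds for 16 h, using GRP78 as sensor.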
RXFP1 agonist = RXFP1 (human) receptor agonism; Q9HBX9; HEK293T-RXFP1 cAMP TR-FRET, 30 min; response scale: percent of porcine relaxin response, buffer zero; Potency, µM (doses to about 57.5 µM), for inactives: at the top dose activation, usual class: activators; AID 2676; 0.3% of 370,000 active; further: potency means the concentration at half of the fitted maximal effect; on the % scale 0 is the no-effect control and ±100 the full control effect; nearly all actives have a fitted effect of over 60% in size; many of its hits are not listed in these tables
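HEK293T cells stably expressing RXFP1 were pretreated with the PDE4 inhibitor Ro 20174, exposed to compounds for 30 min at 37C, lysed, and cAMP was read by TR-FRET. Data normalized to buffer (basal) and 29 nM porcine relaxin (100%).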
Vif-A3G inh = inhibitors of Vif-APOBEC3G interaction | 0.076% of 410,000 active | Q9HC16 | HeLa A3G-eYFP + Vif (tagged APOBEC3G with the HIV-1 protein that degrades it), YFP fluorescence, overnight | AID 602310 | Potency, µM (series often up to 46.1 µM), without a hit: at the top dose activity, negative = active, most hits filed as inhibitors;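 further: potency means the concentration at half of the fitted maximal effect; on the % scale 0 is the no-effect control and ±100 the full control effect; nearly all actives have a fitted effect of over 60% in size; hits raise eYFP signal because A3G escapes Vif-driven loss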
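HeLa cells stably expressing Vif and C-terminally eYFP-tagged A3G, seeded overnight at 37 deg C, then exposed to compound by pintool overnight at 37 deg C. Rise in yellow fluorescence (Ex 488/Em 500-530, Acumen) marks blocked Vif-driven A3G degradation.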
Vif-A3F inh = Vif-A3F binding inhibition. 0.2% of 390,000 active. AID 602313. Potency, µM (titrated, usually from 46.1 µM), without a hit: top-dose activity, negative = active. HeLa A3F-eYFP + Vif (tagged APOBEC3F with the HIV-1 protein that degrades it), YFP fluorescence increase; further: potency means the concentration at half of the fitted maximal effect; % of control where 0% means no effect; nearly all actives have a fitted effect of over 65% in size
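HeLa cells stably expressing Vif plus C-terminally eYFP-tagged A3F were seeded, incubated overnight at 37 deg C, dosed with compound, incubated overnight again at 37 deg C. Yellow fluorescence (Ex 488/Em 500-530) reported blocked Vif-mediated A3F-eYFP degradation.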
TrxR1 substrate = rat thioredoxin reductase 1 substrate activity; 0.01% of 390,000 active; purified TrxR1 substrate turnover, NADPH consumption readout; AID 588456; Potency, µM (titrated, usually from 114 µM), inactives show at the highest dose activity change, negative = substrate turnover; further: potency means the concentration at half of the fitted maximal effect; on the % scale 0 is the no-effect control and ±100 the full control effect; nearly all actives have a fitted effect of over 50% in size
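Rat TrxR1, dispensed at 90 nM, was prereduced with 400 uM NADPH (final) for 5 min at ~22 deg C, then incubated with compound 15 min before 400 uM selenite. A first-read NADPH fluorescence drop versus no-compound background flagged substrates.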
Starred values were filed as active, the others as inactive; ? = inconclusive; nt = no result given; & = joins results of further samples; [ ] = remark or other dose. Unless noted, the call rests on the fitted dose curve; in most records, active means well fitted curve in the direction sought with a large enough effect; inconclusive means small, poorly fitted or top-dose-only effect, or another doubt; inactive means no such curve, though single readings can be large; an effect the other way counts as inactive or inconclusive. An excerpt (hit frequency here may not be typical).

canonical_smiles	Vif-A3F inh	GRP78 ERSR act	LDHA block	USP1-UAF1 inh	PI4K2A block	IDH1 R132H inh	RXFP1 agonist	TrxR1 substrate	Vif-A3G inh
CC(C)c1cc(C(=O)Nc2cc(Br)ccc2O)no1	-4%	10%	-4	-11%	2	3%	1.4%	6%	0%
CCOc1ccccc1/C=N/NC(=O)CNC(=O)c1cccs1	-2%	-2%	-6	-12%	-6	19%	-0.3%	-4%	-9%
Cc1ccc(S(=O)(=O)NCCOc2cc(C)ccc2C)cc1	-12%	-1%	3	-18%	0	19%	1.0%	-7%	0%
O=C(CSc1nc(-c2ccc(F)cc2)nc2c1Cc1ccccc1O2)Nc1cccc(C(=O)O)c1	-23%	1%	0&0	?	-3&-4	0%	2.4%&4.1%	1%&3%	-6%
CC(C)CNC(=O)c1cccc2c(-c3ccc(F)c(F)c3)coc12	nt	-4%	-13	nt	-1	nt	nt	nt	-7%
O=c1c2sc3ccccc3c2n(Cc2cccc(C(F)(F)F)c2)c(=O)n1Cc1ccc(F)cc1	-18%	-2%	2	-27%	-4	10%	1.9%	14%	5%
CS(=O)(=O)N(Cc1ccccc1)c1ccc(C(=O)NCCSc2ccccn2)cc1	4%	-4%	-10	-7%	4	7%	-0.6%	-9%	-10%
CCOc1ccccc1NC(=O)Nc1ccc(Br)cc1C	0%	-2%	-4	-6%	-3	1%	-0.1%	-1%	1%
Cn1nc(C(=O)N2CCN(S(=O)(=O)/C=C/c3ccccc3)CC2)c2ccccc2c1=O	-4%	-3%	-10	-19%	2	10%	-1.0%	7%[57.1 µM]	0%
Cc1ccc(NC(=O)CNC(=O)COc2ccccc2)nc1	3%	-2%	-1	-11%	-2	1%	0.1%	20%	1%
CCNC(=O)CN(c1ccc(C)cc1)S(=O)(=O)c1ccc(SC)cc1	9%	-2%	-7	-8%	-3	2%	0.0%	2%	-4%
Cc1ccc(C)c(S(=O)(=O)N2CCC3(CC2)OCCN3S(=O)(=O)c2cccs2)c1	2%	-5%	1	-13%	-1	-3%	1.2%	-3%	3%
O=C(Cc1ccc(F)cc1)N1CCN(c2ccc(F)cc2)CC1	4%	-1%	0	-21%	-1	0%	-0.2%	-3%[57.1 µM]	-6%
CC(OC(=O)CN1C(=O)c2ccccc2C1=O)C(=O)NCc1ccccc1 (stereo not drawn)	5%	-3%	0	-7%	-1	3%	2.4%	-2%	4%
COc1ccc(CSc2nc3ccncc3n2Cc2nc(-c3ccc(OC)c(OC)c3)oc2C)cc1	5%	-2%	1	-25%	0	-6%	11%	1%	-1%
Cc1ccnc(NC(=O)Cn2ccc([N+](=O)[O-])n2)c1	1%	-2%	-1	-9%	2	4%	2.0%	-2%	-5%
O=C(NCC1CCCO1)c1ccc2c(=O)n(Cc3ccc(Cl)cc3)c(=S)[nH]c2c1 (stereo not drawn)	4%	-3%	-5	-10%	0	2%	5.4%	-5%	2%
CCCCN1C(=O)Nc2ccccc2S1=O (stereo not drawn)	-2%	-1%	-8	-8%	-4	0%	1.1%	-8%	-2%
COc1ccc(NC(=O)C2CCC(CNS(=O)(=O)c3ccc(Br)s3)CC2)cc1OC (stereo not drawn)	-4%	-1%	-5	-22%	-8	-9%	0.5%	-3%	-3%
COc1ccc(-c2cc(-c3ccccc3)nc3ncnn23)cc1	12%	1%	0	-23%	1	-4%	21%	261%[activator][57.1 µM]	1%
CC(CNS(=O)(=O)c1ccccc1)(c1ccccc1)N1CCOCC1 (stereo not drawn)	-1%	-2%	-4	-17%	-2	-7%	0.0%	1%	1%
O=C1Nc2cc(Cl)ccc2Nc2cscc21	-2%	-2%	1	nt	-6	nt	nt	7%[57.1 µM]	0%
O=C(NC1CC1)C1CCN(C2CCN(C(=O)c3ccc4cccc(F)c4n3)CC2)CC1	9%	-4%	-6	-18%	2	1%	3.8%	-7%	1%
COC(=O)C1=C(C)N(CC2CCCO2)C(=O)C1 (stereo not drawn)	-16%	-2%	-7	2%	0	3%	1.2%	3%	-1%
Cc1ncc(CO)c(/C=N/N=C/c2ccccc2O)c1O	1%	4%	-4	-12%	-4	1%	-1.5%	-9%	0%
CCOC(=O)c1ccc(NC(=O)CSc2nc3c([nH]c4ccccc43)c(=O)n2C)cc1	?	-2%	0	-16%	-13	12%	1.1%	2%[57.1 µM]	?
CC(=O)Nc1cc2c(cc1Cl)-c1ccc(F)cc1C2O (stereo not drawn)	2%	6%	-3	-9%	0	7%	nt	10%	-5%
Cc1c(NC(=O)CCC(=O)N2CCCCC2)c(=O)n(-c2ccccc2)n1C	2%	-5%	0	-8%	-1	1%	0.2%	-8%	0%
CN1CCN(C2CC(=O)N(Cc3ccc(N4CCCC4=O)cc3)C2=O)CC1 (stereo not drawn)	4%	-3%	0	-24%	5	4%	0.3%	-6%	0%
O=C(Nc1cc(-c2nc3cc(Cl)ccc3o2)ccc1Cl)c1cccs1	1%	-2%	-1	-12%	3	-4%	2.9%	21%	-2%
C=CCn1c(SCc2nnc(-c3ccccc3)o2)nnc1C(O)c1ccccc1 (stereo not drawn)	-7%	-3%	-8	-16%	8	9%	0.0%	7%	0%
CC(C)NC(=O)Nc1n[nH]c(Nc2ccc(Cl)cc2)n1	-3%	2%	-6	-16%	-7	-4%	3.2%	5%	2%
CCCCCCCN(C(=O)CCl)c1ccccc1C	0%	-9%	0	-14%	-6	6%	1.6%	0%	-3%
O=C1C(=Cc2ccco2)CCC1=Cc1ccco1	?	0%	-10	?	-59*	6%	nt	4%[57.1 µM]	-8%
Cc1cccc(C)c1N=Cc1c(C(F)(F)F)[nH][nH]c1=O	-5%	-4%	-1	-19%	-5	3%	2.0%	-7%	-2%
O=C(O)c1ccc(Cl)c(S(=O)(=O)N2CCC(Cc3ccccc3)CC2)c1	10%	-3%	-6	-10%	0	?	-0.6%	9%	0%
Clc1nc(-c2ccccc2)cc(-c2ccccc2)n1	1%	0%	-1	-21%	-1	0%	-0.8%	7%	1%
CCOC(=O)Cc1csc(NC(=O)Cc2ccccc2[N+](=O)[O-])n1	?	-2%	-3	-18%	1	5%	0.8%	2%[57.1 µM]	2%
Cn1nc(N)c2c(-c3ccc(Cl)cc3)c(C#N)c(N)nc21	0%	-4%	2	-5%	-2	4%	0.8%	-10%[57.1 µM]	-1%
CC(C)n1cc(CN2CCCC(C(=O)Nc3cccc(-c4cc5ccccc5[nH]4)c3)C2)cn1 (stereo not drawn)	-19%	-15%	6	-12%	-1	10%	2.7%	16%	-10%
O=C(NCc1ccco1)C(=S)N1CCCCC1	8%	2%	-5	-13%	3	6%	1.7%	9%[57.1 µM]	-3%
CSc1ccc(CCNC(=O)CCc2c(C)nc3c(c(C)nn3-c3ccccc3)c2C)cc1	4%	-4%	-1	4%	4	-10%	10%	2%	-1%
COc1cccc(C(=O)Nc2c3c(nn2-c2ccc([N+](=O)[O-])cc2)CS(=O)(=O)C3)c1	7%	-4%	-1	-12%	-12	6%	-2.0%	3%[57.1 µM]	-3%
COc1ccccc1OCCCCCCN1CCOCC1	-2%	-2%	?	-5%	-1	4%	-1.2%	8%	2%
CCOc1ccc(NC(=O)NCCCSC2CCCCC2)cc1	9%	-5%	-3	-4%	6	4%	-3.7%	-6%[57.1 µM]	-1%
CCN(CC)c1ccc(NC(=O)CN(C)S(=O)(=O)c2cccc3nsnc23)c(C)c1	3%	-2%	9	?	4	0%	2.0%	-2%	-1%
Cc1cc(Cl)ccc1NC(=O)CN1C(=O)CSc2ccc(S(=O)(=O)N(C)C)cc21	9%	-2%	-6	-19%	1	0%	-0.6%	9%[57.1 µM]	1%
O=C(CN1C(=O)C2CCCCC2C1=O)OCn1nnc2ccccc2c1=O (stereo not drawn)	-3%	3%	-3	3%	1	-5%	9.4%	8%[57.1 µM]	-1%
CCC(=O)Nc1cccc2c1C(=O)N(C)C2=O	nt	-3%	0	-16%	-3	5%	-0.3%	48%[activator]	5%
CS(=O)(=O)N(CC(=O)N1CCOCC1)Cc1ccc(Cl)cc1	13%	-4%	-8	-5%	3	7%	1.7%	7%[57.1 µM]	0%
